TbPYK inhibitor: qHTS of Trypanosoma Brucei Inhibitors | Potency, µM (series often up to 76.8 µM), without a hit: at the top dose activity, negative = inhibition, most hits filed as inhibitors | pyruvate kinase (Trypanosoma brucei), Q57TT1 | 0.12% of 410,000 active | TbPYK enzyme, Kinase-Glo Plus ATP luminescence, 45 min | AID 624173, 2012; also: potency is read from the fitted curve at half-maximal effect; nearly all actives have a fitted effect of over 50% in size
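TbPYK + substrate in 50 mM TEA pH 7.2, 100 mM KCl, 10 mM MgCl2, 0.05% BSA, 0.01% Tween-20; cpd pinned; ADP 130 uM final; 45 min RT; Kinase-Glo Plus 10 min; luminescence endpoint.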
LmPK inhibitor: qHTS Assay for Inhibitors of Leishmania Mexicana Pyruvate Kinase (LmPK) | Potency, µM (highest dose often 57.5 µM), inactives show at the top dose activity change, negative = inhibition, hits mostly inhibitors | Q27686 | purified LmPK, Kinase-Glo ATP luminescence, 1 h | 0.37% of 290,000 active; also: potency is read from the fitted curve at half-maximal effect
Target sequence (Q27686 whole entry, looked up): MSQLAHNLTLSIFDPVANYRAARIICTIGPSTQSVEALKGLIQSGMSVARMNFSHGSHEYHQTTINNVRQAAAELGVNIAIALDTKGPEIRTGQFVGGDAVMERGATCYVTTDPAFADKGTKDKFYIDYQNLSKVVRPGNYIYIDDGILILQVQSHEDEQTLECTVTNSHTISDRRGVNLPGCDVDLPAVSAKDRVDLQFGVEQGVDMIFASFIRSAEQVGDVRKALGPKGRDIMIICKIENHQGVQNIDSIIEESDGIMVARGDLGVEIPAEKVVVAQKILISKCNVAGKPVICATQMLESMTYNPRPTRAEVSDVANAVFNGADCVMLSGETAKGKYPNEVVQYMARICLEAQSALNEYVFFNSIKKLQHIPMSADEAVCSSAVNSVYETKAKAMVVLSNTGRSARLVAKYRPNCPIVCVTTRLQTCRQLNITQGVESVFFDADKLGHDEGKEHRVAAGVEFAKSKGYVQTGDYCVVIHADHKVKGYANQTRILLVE
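0.1 nM LmPK, 0.5 mM PEP, 0.1 mM ADP; 50 mM imidazole pH 7.2, 7 mM MgCl2, 50 mM KCl; 1 h RT. Kinase-Glo luminescence readout, normalized to no-enzyme (full inhibition) and uninhibited wells.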
AMA1-RON2 inh: qHTS for Inhibitors of AMA1-RON; Towards Development of Antimalarial Drug Lead: Primary Screen; Plasmodium falciparum AMA1 (3D7) - RON2 peptide interaction; AlphaScreen AMA1-biotinylated RON2 peptide binding; Potency, µM (top dose mostly 58.2 µM), for inactives: at the highest dose activity change, negative = inhibition, actives largely listed as inhibitors; 0.2% of 360,000 active;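 also: potency is read from the fitted curve at half-maximal effect; 0% = vehicle wells and -100% = peptide control; nearly all actives have a fitted effect of over 45% in size; some results filed as inactive show a strong effect at the top dose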
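AMA1 (3D7) with his tag at 25 nM final met compounds first, then biotinylated RON2 peptide at 25 nM; detection used donor plus acceptor beads, 10 µg/mL apiece, read by AlphaScreen after 30 min at room temperature.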
AmpC inh no detg: qHTS Inhibitors of AmpC Beta-Lactamase (assay without detergent) | P00811 | AmpC nitrocefin hydrolysis, absorbance 480 nm, 0.0001% Triton | 0.52% of 330,000 active | AID 485341, 2010 | Potency, µM (top dose mostly 57.1 µM), for inactives: at the highest dose activity change, negative = inhibition, hits mostly inhibitors;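 also: potency is read from the fitted curve at half-maximal effect; plate controls were no compound for no effect and no enzyme for full effect; nearly all actives have a fitted effect of over 20% in size; some results filed as inactive show a strong effect at the top dose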
Target sequence (P00811 whole entry, looked up): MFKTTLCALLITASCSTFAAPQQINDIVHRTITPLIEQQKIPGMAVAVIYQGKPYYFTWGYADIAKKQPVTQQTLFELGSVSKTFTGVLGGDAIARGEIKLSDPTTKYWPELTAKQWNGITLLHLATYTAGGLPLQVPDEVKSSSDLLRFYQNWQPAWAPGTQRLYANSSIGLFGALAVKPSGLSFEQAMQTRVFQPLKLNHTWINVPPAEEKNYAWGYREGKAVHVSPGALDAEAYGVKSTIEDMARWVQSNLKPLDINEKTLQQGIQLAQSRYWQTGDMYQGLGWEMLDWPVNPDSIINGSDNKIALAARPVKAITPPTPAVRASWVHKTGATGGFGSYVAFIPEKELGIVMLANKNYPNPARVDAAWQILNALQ
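AmpC (5.3 nM in the dispensed reagent) in 20 mM phosphate pH 7.0 with 0.01% (detergent screen) or 0.0001% Triton X-100 was preincubated with compounds for 15 min at room temperature. Nitrocefin was then added from an 800 uM solution, and hydrolysis was followed at 480 nm.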
HCMV antiviral: qHTS Assay for inhibitors of the human cytomegalovirus (HCMV) | HFF cells, HCMV-luciferase reporter, 72 h; stronger effect = lower value | activity change, negative = inhibition, % at 57.5 µM | 4.5% of 410,000 active | AID 1259415, 2018; in the data active = activity change below about -60%; inconclusive = no clear call, values can overlap the other calls; inactive = above about -39%
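Steps: HFFs plated, 16 h 37C; compounds added; HCMV-luciferase added to MOI 1 PFU/cell; 72 h 37C; OneGlo reagent, 5 min room temperature; luminescence read, normalized to controls.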
HCV inhibitor: qHTS Assay for Inhibitors of Hepatitis C Virus (HCV) | Huh7.5.1 HCVcc-Cre infection, luciferase reporter, 44 h | Potency, µM (doses to about 41.8 µM), for inactives: at the top dose activity change, negative = inhibition, usual class: inhibitors | 3.4% of 340,000 active; also: potency is read from the fitted curve at half-maximal effect
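Cells seeded at 1,000/well and cultured 4 h, then compounds added followed by HCVcc-Cre virus (~0.5 moi). After 44 h further culture, luciferase substrate was added, plates held 15 min at room temperature, and luminescence read for 15 sec.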
AmpC detergent: qHTS Inhibitors of AmpC Beta-Lactamase (assay with detergent). AmpC hydrolysis of nitrocefin, absorbance 480 nm, 0.01% Triton. 0.041% of 370,000 active. P00811. Potency, µM (top dose mostly 114 µM), without a hit: at the highest dose activity change, negative = inhibition, hits mostly inhibitors;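 also: potency is read from the fitted curve at half-maximal effect; 0% = no-compound wells and -100% = no-enzyme wells; nearly all actives have a fitted effect of over 25% in size; some results filed as inactive show a strong effect at the top dose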
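AmpC (5.3 nM in the dispensed reagent) in 20 mM phosphate pH 7.0 with 0.01% (detergent screen) or 0.0001% Triton X-100 was preincubated with compounds for 15 min at room temperature. Nitrocefin was then added from an 800 uM solution, and hydrolysis was followed at 480 nm.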
Active calls of the source: *; ? = inconclusive; . = not tested or not shown; & = joins results of further samples; [ ] = remark or other dose. Unless noted, calls follow the shape of the dose curve; as a rule, active = well fitted curve in the direction sought with a large enough effect; inconclusive = small, poorly fitted or top-dose-only effect, or another doubt; inactive = no such curve, though single readings can be large; an effect the other way counts as inactive or inconclusive. Unless noted, % is scaled to controls: 0 for no effect and ±100 for the full control effect. Hits appear at their usual frequency (roughly 7.5% active in at least one column).

SMILES	TbPYK inhibitor	LmPK inhibitor	AMA1-RON2 inh	AmpC inh no detg	HCMV antiviral	HCV inhibitor	AmpC detergent
Cc1nc(NCc2cccnc2)c2c3c(sc2n1)CC(C)CC3 (stereo not drawn)	-8%	4%	115%[activator]	1%[11.4 µM]	?	?	-7%
CSc1nc(C)cc(SC(C(C)=O)C(=O)Nc2ccccc2)n1 (stereo not drawn)	-31%	-2%	40%[activator]	-4%	-34	22%	-4%
NC(=O)C1CCN(C2=C(NS(=O)(=O)c3ccccc3)C(=O)c3ccccc3C2=O)CC1	-7%	-21%	-6%	-9%	0	-1%	2%
CC(C)OC(=O)c1cccc(C(=O)Oc2ccccc2)n1	4%	-14%	20%	-1%	?	-5%	1%
CCc1cc2c(=O)n(Cc3ccco3)c(SCc3c(C)noc3C)nc2s1	-6%	-1%	9%	-11%	75	10µM*	?
NC(=O)C1(N2CCCCC2)CCN(CC(=O)Nc2ccccc2-c2ccccc2)CC1	3%	-8%	4%	0%	12	-6%	-2%
CC(C(=O)N(C)CC(=O)Nc1ccccc1C(F)(F)F)N1C(=O)c2ccccc2C1=O (stereo not drawn)	4%	.	47%[activator]	0%	-22	23%	?
COc1ccc(Br)cc1CN1CCSCC1	31%	0%	-23%	57%	-1	9%	-11%
CSCCC(NC(=O)COc1ccccc1)C(=O)OCc1ccc([N+](=O)[O-])cc1 (stereo not drawn)	2%	.	-23%	-10%	-9	-14%	?
COc1ccc(CC(=O)N/N=C/c2cccs2)cc1OC	1%	3%	2%	-13%	-36	0%	2%
N#C/C(N)=C(/N)C#N	-2%	.	62%[activator]	-22%	-19	18%	-3%
Cc1cc(NCCCOC(C)C)n2c(nc3ccccc32)c1C#N	0%	-1%	-1%	1%	-31	?	-16%
Cc1cc(C)n2nc(C(=O)Nc3ccc4c(c3)CCC4)nc2n1	-6%	-2%	-12%	-6%	?	-19%	?
COc1ccccc1-n1c(/C=C/c2ccccc2)nc2ccccc2c1=O	-9%	.	.	.	18	.	5%
CC(NC(=O)Oc1cccc2ccccc12)c1ccccc1 (stereo not drawn)	4%	.	2%	.	19	-6%	.
COc1cc(C2NC(=O)NC(C)=C2C(=O)OC2CCCC(C)C2)ccc1O (stereo not drawn)	1%	2%	-10%	?	-37	10%	-1%
COc1ccc(OCC(=O)Nc2cccc(OC)c2)cc1	3%	-14%	-3%	-21%	-21	9%	?
CC(C)CC(=O)Nc1ccc(-c2nnn(CC(=O)NCc3ccco3)n2)cc1	-5%	1%	2%	-25%	33	7%	-2%
CCN(CC)CCCSc1nc2ccccc2s1	2%	8%	-2%	4%	18	-19%	-4%
Cc1ccc(NC(=O)C2CCCN(C(=O)c3cnn(-c4ccccc4)c3-n3cccc3)C2)cc1 (stereo not drawn)	-1%	.	.	.	-23	.	-1%
Cc1cccc(N(C)c2nc3ccccc3c3nnc(C)n23)c1	-7%[15.4 µM]	.	.	.	0	.	23%
CCC(=O)OC1(Cc2ccc(CC)cc2)CC(C)N(C)CC1C (stereo not drawn)	2%	-2%	-16%	26%	-38	16%	4%
CCn1c2ccccc2c2nnc(SCCN3CCOCC3)nc21	-23%	4%	24%	1%	-10	0%	-8%
COc1cc(N/N=C(\C)c2ccc(O)c(C)c2)nc(-c2ccccc2)n1	-5%	3%	-8%	-25%	-90*	?	13%
COc1ccc(-c2cc(NC(C)=O)c3ncc(-c4ccc(F)cc4)n3c2)cc1OC	-8%	.	35%[activator]	.	29	.	.

Pulled one by one from above (5):
SMILES	TbPYK inhibitor	LmPK inhibitor	AMA1-RON2 inh	AmpC inh no detg	HCMV antiviral	HCV inhibitor	AmpC detergent
Cc1cc(NCCCOC(C)C)n2c(nc3ccccc32)c1C#N	0%	-1%	-1%	1%	-31	?	-16%
NC(=O)C1CCN(C2=C(NS(=O)(=O)c3ccccc3)C(=O)c3ccccc3C2=O)CC1	-7%	-21%	-6%	-9%	0	-1%	2%
Cc1ccc(NC(=O)C2CCCN(C(=O)c3cnn(-c4ccccc4)c3-n3cccc3)C2)cc1 (stereo not drawn)	-1%	.	.	.	-23	.	-1%
CCc1cc2c(=O)n(Cc3ccco3)c(SCc3c(C)noc3C)nc2s1	-6%	-1%	9%	-11%	75	10µM*	?
CC(C)OC(=O)c1cccc(C(=O)Oc2ccccc2)n1	4%	-14%	20%	-1%	?	-5%	1%

Later entries
SMILES	TbPYK inhibitor	LmPK inhibitor	AMA1-RON2 inh	AmpC inh no detg	HCMV antiviral	HCV inhibitor	AmpC detergent
Clc1ccc(C[n+]2cc(-c3ccc(Cl)cc3)n3c2CCC3)cc1	-2%	-5%	-8%	18%	-74*	-23%	2%
Cc1ccc(NC(=S)N2CCN(c3ccccn3)CC2)cc1C	-1%	-7%	-6%	-11%	46	2%	-8%
Cc1cccc(N2CCN(C(=O)C(Cc3ccccc3)n3cccc3)CC2)c1C (stereo not drawn)	4%	0%	-20%	1µM*	-7	?	?
CC(C)c1ccccc1NC1=NCCCS1	12%	1%	-6%	-27%	-18	14%	1%
Cc1cccc2cn[nH]c12	3%	0%	-6%	-10%	3	7%	-1%
CCCc1nc2ccc(C(=O)OC)cn2c1Cc1ccccc1C(F)(F)F	-6%	.	-13%	.	56	.	.
CNC(=O)Nc1ccc2snnc2c1	-3%	11%	-4%	-21%	8	1%	-25%
COc1cccc(OC)c1C(=O)Nc1ccc(C(=O)NCc2ccccc2)cc1	-9%	2%	18%	-19%	10	.	-12%
COc1cccc(NC(=S)Nc2cccnc2)c1	3%	1%	0%	-18%	54	23%	-9%
CCOc1ccc(C2C(C(=O)c3ccc(C)o3)=C(O)C(=O)N2c2cc(C)on2)cc1OC (stereo not drawn)	8%	4%	-3%	-11%	3	10%	-12%
CC(C)CCNC(=O)c1cc2cc(S(=O)(=O)N3CCCCC3)ccc2n1C	-4%	.	.	.	-2	.	2%
CCc1ccc(NC2=NC(C(=O)c3ccccc3)CC(=O)N2)cc1 (stereo not drawn)	3%	-6%	-1%	-10%	?	3%	-6%
O=C(CSc1nc2ccccc2o1)NCc1n[nH]c(=O)c2ccccc12	-6%	-7%	7%	-20%	-1	12%	?
C(=C\c1cc(/C=C/c2ccccc2)ncn1)/c1ccccc1	1%	2%	1%	-14%	78	6%	1%
O=C(CCc1ccccc1)NNC(=O)Nc1ccccc1	-2%	-1%	9%	-10%	19	10%	6%
Cc1ccc(C)n1NC(=O)c1ccco1	5%	2%	26%	-9%	37	-25%	?
CC(C)OC1(c2ccccc2)OC(=O)c2ccccc21 (stereo not drawn)	1%	-1%	9%	0%	-24	8%	5%
O=C(CC(=O)N/N=C/c1ccc(Cl)cc1Cl)NCc1ccccc1	0%	6%	1%	-13%	-10	2%	-15%
COc1ccc2cc(C)c(SCC(=O)Nc3cc(C)on3)nc2c1	3%	5%	-3%	-1%	-1	?	-2%
OCCNc1nc2ccc(Cl)cc2[nH]1	11%	-2%	0%	-20%	.	19%	-2%
COc1cc(OC)cc(C(=O)NCC(=O)OCC(=O)/C=C2/N(C)c3ccccc3C2(C)C)c1	2%	3%	-4%	-19%	-23	?	3%
CN1C2C=C3C(C#N)=C(N)C(C#N)(C#N)[C@@H](c4ccsc4)[C@@H]3C1CC2 (stereo partly drawn)	-11%	3%	0%	-16%	.	1%	-16%
COc1ccccc1N1CCN(CC(O)COc2ccc3c(C)cc(=O)oc3c2)CC1 (stereo not drawn)	0%	-5%	0%	28%	-8	?	?
Cc1ccc(C(C)C)cc2c(C)ccc1-2	-12%&-5%	.	-20%	.	6	35µM*	.
Cc1onc(-c2ccccc2)c1C(=O)N1CCN(S(=O)(=O)c2ccc(OC(F)(F)F)cc2)CC1	0%	13%	2%	-1%	3	17%	-14%
The list continues:
SMILES	TbPYK inhibitor	LmPK inhibitor	AMA1-RON2 inh	AmpC inh no detg	HCMV antiviral	HCV inhibitor	AmpC detergent
Cc1ccc2c(C)[nH]c(=O)cc2c1	-6%	-6%	2%	-19%	-20	-10%	?
O=C(Cc1c[nH]c2ccccc12)N1CCc2ccccc21	-7%	-4%	-11%	?	29	-15%	?
CCN1C(=O)[C@H]2[C@@H](c3ccc(-c4ccc5c(c4)OCO5)c(OC)c3)N[C@@](CC(C)C)(C(=O)OC)[C@H]2C1=O	-1%	.	8%	140%[activator]	-10	-21%	-14%
CCC(=O)Nc1ccccc1-c1nc2ccccc2n(C(C)C(=O)Nc2cccc(Cl)c2C)c1=O (stereo not drawn)	5%	.	.	.	-12	.	21%
O=C(NCc1ccc(Cl)nc1)c1ccc2nc([C@@H]3O[C@H](CO)[C@H](O)[C@H](O)[C@H]3O)[nH]c2c1	4%	.	2%	.	-3	.	.
Cc1cccc(OCCC(=O)Nc2ccc(S(=O)(=O)N3CCCC3)cc2)c1	4%	-3%	-2%	-28%	2	?	-9%
COc1ccc(OC)c(S(=O)(=O)Nc2cccc3ccccc23)c1	-7%	.	-2%	.	60	-24%	.
COc1ccccc1Oc1ccc(Oc2ccccc2OC)cc1	-2%	1%	24%	25%	-19	-5%	1%
O=C(C1CCC1)N1CCN(Cc2ccccc2)CC1	4%	-4%	3%	-12%	5	20%	-16%
NC(=O)COC(=O)c1ccccc1Oc1ccccc1	-9%	3%	-6%	-21%	-37	14%	2%
Nc1nonc1-n1nnc(C(=O)N/N=C/c2cccs2)c1-c1ccc2c(c1)OCO2	4%	2%	62%[activator]	-50%	?	-3%	2%
Cc1cc(C)c(Cn2c(=O)n(CCCC(=O)NCc3ccco3)c(=O)c3ccccc32)c(C)c1	11%	.	-4%	.	-17	-7%	.
Cc1cccc(OCCC(=O)OC(C)C(=O)Nc2ccc(Cl)cn2)c1 (stereo not drawn)	-6%	.	28%	-1%	-7	10%	?
Cc1ccc(NC(=O)CCN2C(=O)C3C4CCC(C4)C3C2=O)cc1Cl (stereo not drawn)	2%	3%	-13%	38%	-11	2%	-14%
Cc1noc(C)c1NC(=O)Nc1cccc2c1O[C@H](CN(C)C(=O)NC(C)C)[C@@H](C)CN([C@H](C)CO)C2=O	2%	.	11%	-12%	38	16%	.
O=C(CSc1nnc2n1CCCN2C(=S)Nc1ccc(Cl)cc1)c1ccccc1	-10%	-3%	6%	-25%	-16	-1%	-9%

Compound activity deposited in PubChem by National Center for Advancing Translational Sciences (NCATS).
